Assay outcomes: PubChem BioAssay, Broad Institute
miR-122 sensor: miR-122 Renilla sensor signal increase in Huh7, primary screen, miR-122 inhibitor project, cell-based, single point, plate reader | Huh7 miR-122 Renilla luciferase sensor, 48 h; neutral wells = 0, positive control = 100 | activation (reporter increase), % at 12.5 µM | 340,000 tested, 0.3% active | AID 602342, 2012;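 active means mean replicate activation score at least 90 and every replicate individually at or above 90; inconclusive means only one of the two criteria met; inactive means neither criterion met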;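 further: higher luciferase means less miR-122 activity so hits act as miR-122 inhibitors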
ARNT TACC3 PPI: disruptors of ARNT/TACC3 protein interaction, primary screen, biochemical, AlphaScreen, single concentration; AID 623870, 2012; Transforming acidic coiled-coil-containing protein 3 (Homo sapiens), Q9Y6A5; 390,000 tested, 0.66% active; AlphaScreen His-ARNT PAS-B/GST-TACC3 binding, luminescence; TACC3 fragment carries E629A point mutation; inhibition, % at 9.99 µM;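 active means mean inhibition of replicates at least 50% and at least half of replicates each reaching 50%; inconclusive means half or more replicates reach 50% but mean below 50%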;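 further: 0% = complete ARNT plus TACC3 wells and 100% = ARNT alone without TACC3; many hits fall short of the cut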
ERp5 inh: inhibitors of ERp5-driven insulin aggregation, primary screen, biochemical, turbidity, absorbance 650 nm, single point. inhibition, % at 9.99 µM. 90 min. 350,000 tested, 0.05% active;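 active means mean replicate inhibition above about 25%, with every replicate also reaching it, limit read from the data, passing the limit was not always enough; inconclusive means only one of those two criteria met; inactive means neither criterion met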
Target sequence (Q15084 whole entry, looked up): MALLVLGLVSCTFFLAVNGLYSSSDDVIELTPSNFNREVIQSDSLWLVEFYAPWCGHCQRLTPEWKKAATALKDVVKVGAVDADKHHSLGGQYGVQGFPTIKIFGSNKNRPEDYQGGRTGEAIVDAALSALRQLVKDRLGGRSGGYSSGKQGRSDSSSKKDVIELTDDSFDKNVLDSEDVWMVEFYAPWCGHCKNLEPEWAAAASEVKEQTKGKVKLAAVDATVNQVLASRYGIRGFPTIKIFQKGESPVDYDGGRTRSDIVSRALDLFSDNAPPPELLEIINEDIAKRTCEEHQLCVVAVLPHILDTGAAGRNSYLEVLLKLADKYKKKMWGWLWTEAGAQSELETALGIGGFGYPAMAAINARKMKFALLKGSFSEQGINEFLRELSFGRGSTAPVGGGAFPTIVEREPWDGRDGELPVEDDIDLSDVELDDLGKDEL
esBAF inh: Bmi1 luciferase reporter increase in mESCs, primary screen, esBAF inhibitor project, mouse ES cells, Bmi1 luciferase knock-in, single point; reporter increase, % at 12.5 µM; AID 602393, 2012; 350,000 tested, 2% active; 24 h; 100% = twice the neutral-well signal; in the data active means activation above about 40%; inconclusive means no clear call, values can overlap the other calls;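 further: 0% = median of the plate's neutral control wells and 100% = double that signal; a rise in the Bmi1 reporter signal indicates esBAF inhibition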
C2C12 statin: suppressors of statin myotoxicity in C2C12 myotubes, primary screen, cell-based, single point, plate reader. C2C12 myotubes + simvastatin, ATP luminescence, 48 h; scaled: DMSO 0, geranylgeraniol control 100. rescue of ATP level, % at 7.49 µM. 330,000 tested, 0.78% active. AID 602340, 2012;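 active means mean ATP rescue above about 67%, or every replicate alone reaching that limit, limit read from the data, passing the limit was not always enough; inconclusive means no clear call, values can overlap the other calls; inactive means mean under the limit and some replicate under it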;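 further: myotubes were challenged with 10 µM simvastatin during compound exposure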
SIRT5 block: SIRT5 desuccinylase inhibitors, primary screen, biochemical, fluorescence imaging, single point, set 5. 330,000 tested, 1.1% active. inhibition, % at 15 µM. NAD-dependent protein deacylase sirtuin-5, mitochondrial (Homo sapiens), Q9NXA8. Purified SirT5, succinyl-peptide AMC, trypsin-coupled fluorescence; in the data active means inhibition above about 15%; inconclusive means no clear call, values can overlap the other calls
Target sequence (Q9NXA8 whole entry, looked up): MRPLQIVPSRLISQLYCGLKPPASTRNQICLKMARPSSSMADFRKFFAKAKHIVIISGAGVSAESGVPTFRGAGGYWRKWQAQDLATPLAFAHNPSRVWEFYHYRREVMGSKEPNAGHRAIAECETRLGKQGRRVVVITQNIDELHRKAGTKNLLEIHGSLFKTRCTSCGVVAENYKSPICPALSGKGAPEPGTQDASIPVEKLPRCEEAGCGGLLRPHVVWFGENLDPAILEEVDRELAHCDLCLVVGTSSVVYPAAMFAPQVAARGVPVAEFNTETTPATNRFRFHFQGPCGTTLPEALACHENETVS
Cneo AK release: Cryptococcus neoformans cell lysis inducers, primary screen, AK release luminescence, single concentration | C. neoformans lysis, adenylate kinase release luminescence, 4 h; normalised: neutral wells 0, clomiphene wells 100 | lysis activity, % at 15 µM | 360,000 tested, 0.2% active | AID 651654, 2012;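 active means mean lysis activity across replicates of at least 80%, whatever share of replicates individually reach that level; inactive means mean lysis activity below 80%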
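Material: C. neoformans cells | Amount: Yeast cell density of 5 × 10^6 cells/mL | Medium: Fresh YPD growth medium | Dosing: Single dose | Times: Static 4 h at 37 °C with compound, 1 h detection | Detection: AK luminescence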
* marks the source's active call; other numbers are inactive results; ? = inconclusive; . = no result given; & = joins results of further samples; [ ] = remark or other dose.

SMILES	miR-122 sensor	ARNT TACC3 PPI	ERp5 inh	esBAF inh	C2C12 statin	SIRT5 block	Cneo AK release
COc1cc(Cl)cc(/C=C/c2ccc3cccc(O)c3n2)c1OC	.	3	10	30	20	0	-13
O=C(COc1cccc2c1CCN(Cc1ccccc1F)C2=O)N1CCCCC1	.	0	3	.	.	-6	.
CO[C@H]1CN(C)C(=O)c2ccc(NC(=O)c3ccccc3F)cc2OC[C@@H](C)N(C(C)=O)C[C@H]1C	.	-4	1	0	1	2	48
Cc1ccc(NC(=O)C2CCCN(S(=O)(=O)c3ccc4[nH]c(=O)ccc4c3)C2)nc1 (configuration not stated)	-10	-6	1	-2	6	0	1
CCNc1nc(NC(C)CC)nc(Oc2ccc(=O)[nH]n2)n1 (configuration not stated)	-3	-6	-1	-2	-3	1	-8
C[C@@H]1CN([C@@H](C)CO)C(=O)Cc2cc(NC(=O)Nc3ccc(F)cc3)ccc2O[C@H]1CN(C)Cc1ccncc1	-11[16.7 µM]	0	-1	-5	-7	0	-1
Nc1c(C(=O)CSc2nnc(N3CCOCC3)n2-c2cccc(F)c2)c(=O)[nH]c(=O)n1C1CC1	-8	0	-8	-8	-3	0	0
COc1ccc2[nH]cc(CCNC(=O)Cc3c(F)cccc3Cl)c2c1	-3	0	1	-7	-9	0	-1
CS(=O)(=O)N1CCC(C(=O)NNC(=O)Nc2ccc(F)c(Cl)c2)CC1	4	-5	-5	-2	-5	-2	3
COc1ccc(NC(=O)Nc2ccc3c(c2)[C@@H]2C[C@@H](CC(=O)N4CCCCC4)O[C@@H](CO)[C@@H]2O3)cc1	-2[16.7 µM]	-5	-5	1	5	-7	-53
CCCC#Cc1cnc2c(c1)C(=O)N([C@H](C)CO)C[C@H](C)[C@H](CN(C)Cc1ccccc1F)O2	?	-3	-2	-2	11	-2	-2
CC(=O)N1N=C(c2ccco2)CC1c1ccc(Cl)o1 (configuration not stated)	-8	1	-3	-2	9	-3	0
Cc1cccc(CN2CCC(C(N)=O)CC2)c1	-2	-2	-6	-1	-7	-1	-1
Cc1ccc(O)c(/C=N/NC(=O)CN2CCCC2)c1	3	66*	4	-7	4	2	-2
CCN(c1ccccc1)S(=O)(=O)c1ccc(Cl)c(NC(=O)COC(=O)c2ccc[n+]([O-])c2)c1	.	-4	0	.	.	-1	.
Cc1cc2c(c(SCC(=O)NCCc3ccccc3)n1)C(=O)OC2	-1	0	.	.	.	.	-1
COc1ccc(Cl)cc1C(=O)NNC(=O)c1csc(N2CCOCC2)n1	-5	5	5	1	-4	-2	.
O=P(c1ccccc1)(c1ccccc1)c1nc(-c2ccccc2)oc1N1CCOCC1	6	1	4	7	8	-4	-2
Cn1cnc(S(=O)(=O)N[C@H]2C=C[C@H](CC(=O)N3CCN(c4ccccc4)CC3)O[C@@H]2CO)c1	.	-13	-3	-2	-13	1	0
C[C@H]1CCCCO[C@@H](CN(C)C(=O)Nc2cccc3ccccc23)[C@@H](C)CN([C@@H](C)CO)C(=O)c2cc(NS(=O)(=O)c3ccccc3)ccc2O1	-13[16.7 µM]	3	-3	8	.	-1	-3
O=C(NCc1ccccc1Cl)c1cnc2n(c1=O)CCS2	-1	-6	1	-7	-1	-1	0
Cn1ncc(N=Cc2ccc([N+](=O)[O-])cc2)c1C(=O)Nc1ccccc1	.	-5	-5	.	.	-3	.
C[C@@H](NC(=O)c1nc[nH]c1C(=O)N[C@@H](Cc1ccccc1)C(=O)OCc1ccccc1)c1ccccc1	-1	1	0	-5	3	.	0
Cc1cc(C)nc(N2CCCC(C(=O)Nc3ccc(F)cc3)C2)n1 (configuration not stated)	.	-13	3	-11	10	-4	0

The closing seven records of the section before open the next one:
SMILES	miR-122 sensor	ARNT TACC3 PPI	ERp5 inh	esBAF inh	C2C12 statin	SIRT5 block	Cneo AK release
O=P(c1ccccc1)(c1ccccc1)c1nc(-c2ccccc2)oc1N1CCOCC1	6	1	4	7	8	-4	-2
Cn1cnc(S(=O)(=O)N[C@H]2C=C[C@H](CC(=O)N3CCN(c4ccccc4)CC3)O[C@@H]2CO)c1	.	-13	-3	-2	-13	1	0
C[C@H]1CCCCO[C@@H](CN(C)C(=O)Nc2cccc3ccccc23)[C@@H](C)CN([C@@H](C)CO)C(=O)c2cc(NS(=O)(=O)c3ccccc3)ccc2O1	-13[16.7 µM]	3	-3	8	.	-1	-3
O=C(NCc1ccccc1Cl)c1cnc2n(c1=O)CCS2	-1	-6	1	-7	-1	-1	0
Cn1ncc(N=Cc2ccc([N+](=O)[O-])cc2)c1C(=O)Nc1ccccc1	.	-5	-5	.	.	-3	.
C[C@@H](NC(=O)c1nc[nH]c1C(=O)N[C@@H](Cc1ccccc1)C(=O)OCc1ccccc1)c1ccccc1	-1	1	0	-5	3	.	0
Cc1cc(C)nc(N2CCCC(C(=O)Nc3ccc(F)cc3)C2)n1 (configuration not stated)	.	-13	3	-11	10	-4	0
COc1cc(CO)cc(I)c1O[C@H]1C=C(C(=O)NCCO)C[C@@H](N(CC2CCCCC2)C(=O)c2cc3ccccc3oc2=O)[C@@H]1O	.	.	3	.	.	1	92*
C[C@@H]1CCCCO[C@H](CN(C)S(=O)(=O)c2ccc(F)cc2)[C@@H](C)CN([C@@H](C)CO)C(=O)c2cc(NS(=O)(=O)c3ccc(F)cc3)ccc2O1	12[16.7 µM]	3	.	4	.	.	-2
COc1ccccc1CC(=O)NCC1CCCO1 (configuration not stated)	0	-4	.	-3	13	.	1
C[C@H]1CCCCO[C@H](CN(C)C(=O)Nc2ccc(F)cc2)[C@@H](C)CN([C@@H](C)CO)C(=O)c2cc(NC(=O)Nc3ccc(C(F)(F)F)cc3)ccc2O1	-10[16.7 µM]	.	-2	-5	.	-3	-1
CCOc1ccc2ncc(S(=O)(=O)c3ccccc3)c(N3CCN(c4ccccc4)CC3)c2c1	9	3	3	-7	18	-2	.
COCC(=O)N(C)C[C@H]1Oc2cc(-c3ccncc3)ccc2S(=O)(=O)N([C@H](C)CO)C[C@@H]1C	5[16.7 µM]	4	-1	-2	2	10	-1
COc1ccc(N2CCN(C(=O)C3CCN(S(=O)(=O)c4cccs4)CC3)CC2)cc1	.	3	-3	.	.	3	.
CCOc1ccc(/C=C2\CCc3ccccc3C2=O)cc1	.	-34	24	35	6	0	-26
C[C@@H]1CN([C@H](C)CO)S(=O)(=O)c2ccc(C3=CCCCC3)cc2O[C@@H]1CN(C)S(=O)(=O)c1cn(C)cn1	10[16.7 µM]	0	1	2	-26	0	2
C[C@@H]1CN([C@H](C)CO)C(=O)c2cc(NC(=O)c3ccncc3)ccc2O[C@@H](C)CCCCO[C@H]1CN(C)C(=O)c1ccccc1	-3[16.7 µM]	.	.	5	62	.	.
Cc1ccc(CN2C(=O)C3CCCN3c3ncccc32)cc1 (configuration not stated)	-7	-4	4	3	-9	-1	2
O=C(NCCCn1ccnc1)c1cc(-c2cccs2)on1	18	12	.	39	-89	.	4

Among those listed so far, 2 contain a thiophene ring, fused or not:
SMILES	miR-122 sensor	ARNT TACC3 PPI	ERp5 inh	esBAF inh	C2C12 statin	SIRT5 block	Cneo AK release
COc1ccc(N2CCN(C(=O)C3CCN(S(=O)(=O)c4cccs4)CC3)CC2)cc1	.	3	-3	.	.	3	.
O=C(NCCCn1ccnc1)c1cc(-c2cccs2)on1	18	12	.	39	-89	.	4

Going on with the list.
SMILES	miR-122 sensor	ARNT TACC3 PPI	ERp5 inh	esBAF inh	C2C12 statin	SIRT5 block	Cneo AK release
CSc1nc(-c2ccc(N(C)C)cc2)c(C#N)c(=O)n1C	1	-4	1	39	-13	0	1
Cc1nccc(-c2sc(-c3cccs3)nc2C)n1	.	28	2	27	-5	-24	.
CCCC#Cc1ccc([C@H]2[C@@H](C#N)N(C(=O)C3CC3)[C@H]2CO)cc1	.	4	-3	-3	-26	1	-1
CCCN(C(=O)c1cc(C)ccc1C)c1c(N)n(Cc2ccccc2)c(=O)[nH]c1=O	-2	1	2	-2	8	-1	1
CC(OC(=O)c1nsc(Cl)c1Cl)C(=O)NC(C)(C)C (configuration not stated)	9	-3	.	-7	2	.	0
CCOC(=O)CN(C(=O)COc1nc(C)cc(C)c1C#N)c1ccc(Cl)cc1	.	5	1	.	.	4	.
COC(=O)c1ccc(NC(=O)c2cc[n+](Cc3ccccc3)cc2)cc1	-2	.	3	-7	-8	-4	-4
N#Cc1nc(-c2ccccc2)oc1N1CCC(C(N)=O)CC1	6	.	1	-6	15	-26	1
C[C@@H]1CN([C@H](C)CO)C(=O)CCCn2nncc2CO[C@H]1CN(C)Cc1ccncc1	-6	-11&2	-3&-4&-1	-2&-5&-7	8&-17&-2	-1&-2&1	0&-2&2
C=CCN(c1ccc(C(=O)N2CCN(c3ccc(F)cc3)CC2)cc1)S(C)(=O)=O	-5	12	.	-6	1	.	0
CCCCSCCCNC(=O)Nc1ccc(CC)cc1	.	0	4	.	.	14	.
Brc1ccc2ncc3ccccc3c2c1	2	4	20	-3	1	.	.
O=C(NCc1ccccc1Cl)c1ccc(S(=O)(=O)NCc2ccco2)cc1	12	0	1	0	-4	-1	-2
COc1ccc(S(=O)(=O)N[C@@H]2CC[C@H](CCn3cc(-c4ccccc4F)nn3)O[C@H]2CO)cc1	.	5	2	16	15	0	-1
O=C(C[C@@H]1C[C@@H]2c3cc(NC(=O)Cc4ccncc4)ccc3O[C@@H]2[C@H](CO)O1)NCc1ccncc1	1[16.7 µM]	-6	2	-1	-2	2	-14
Cn1c(=O)[nH]c(=O)c2c1nc(SCC(=O)Nc1ccccc1)n2Cc1ccccc1	-2	-2	6	4	.	-1	0
CCOc1ccc(NC(=O)c2cccnc2Cl)c([N+](=O)[O-])c1	1	3	.	.	.	.	0
O=C(CCn1c(=S)[nH]c2cc3c(cc2c1=O)OCO3)NCc1ccccc1Cl	4	-7	-4	0	5	-1	0
CC(C)(C)c1ccc(C(=O)OCC(=O)Nc2sc3c(c2C#N)CCC3)cc1	17	-2	-5	.	.	-2	3
C[C@@H]1CN([C@H](C)CO)S(=O)(=O)c2ccc(C3=CCCC3)cc2O[C@@H]1CN(C)C(=O)CN(C)C	0[16.7 µM]	14	7	-3	-6	2	2
